EP2 antag: blocks the human prostaglandin E2 receptor EP2. P43116. C6 glioma cells expressing human EP2, cAMP TR-FRET; cells stimulated with saturating PGE2. inhibition, % at 25 µM. 260,000 compounds, 0.52% hits. AID 1422;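 active = percent inhibition above 40 after rounding to a whole number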;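 also: rat C6 glioma host cells with rolipram phosphodiesterase inhibitor present; the protocol text gives 20 µM as final concentration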
Target sequence (P43116 whole entry, looked up): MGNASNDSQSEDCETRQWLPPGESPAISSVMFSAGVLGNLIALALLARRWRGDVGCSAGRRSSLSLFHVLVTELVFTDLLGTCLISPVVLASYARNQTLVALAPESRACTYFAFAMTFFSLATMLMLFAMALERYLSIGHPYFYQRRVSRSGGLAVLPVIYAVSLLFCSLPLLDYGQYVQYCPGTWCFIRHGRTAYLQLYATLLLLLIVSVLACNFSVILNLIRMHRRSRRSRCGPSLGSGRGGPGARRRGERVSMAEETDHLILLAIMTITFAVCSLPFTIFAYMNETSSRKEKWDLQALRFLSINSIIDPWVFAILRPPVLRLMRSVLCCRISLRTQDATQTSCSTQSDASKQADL
Starred values were filed as active, the others as inactive. Not all compounds are listed. The share of hits here may be higher or lower than overall.

Start of the data: the first 7 records as a preview:
SMILES	EP2 antag
Cc1cccc(N(C(=O)c2csnn2)C(C(=O)NC(C)(C)C)c2ccco2)c1 (configuration not stated)	9
Cc1ccc(Nc2nc3c(c(=O)[nH]c(=O)n3C)n2CCO)cc1	7
CCOC(=O)c1cccc(NC(=O)c2ccc(F)cc2F)c1	13
COc1cc(Cl)c(C)cc1NC(=O)c1cc2ccccc2o1	10
CC1CCc2c(sc3nc(SCC(=O)Nc4c[nH]c(=O)[nH]c4=O)[nH]c(=O)c23)C1 (configuration not stated)	10
C=C1CCN([C@@H](Cc2ccccc2)C(=O)O)S(=O)(=O)c2ccccc21	14
CC1(C)CC2/C(CO)=C/C=C/[C@@](C)(O)CC[C@]21O (some centres not stated)	9

Main list, from the first entry:
SMILES	EP2 antag
Cc1cccc(N(C(=O)c2csnn2)C(C(=O)NC(C)(C)C)c2ccco2)c1 (configuration not stated)	9
Cc1ccc(Nc2nc3c(c(=O)[nH]c(=O)n3C)n2CCO)cc1	7
CCOC(=O)c1cccc(NC(=O)c2ccc(F)cc2F)c1	13
COc1cc(Cl)c(C)cc1NC(=O)c1cc2ccccc2o1	10
CC1CCc2c(sc3nc(SCC(=O)Nc4c[nH]c(=O)[nH]c4=O)[nH]c(=O)c23)C1 (configuration not stated)	10
C=C1CCN([C@@H](Cc2ccccc2)C(=O)O)S(=O)(=O)c2ccccc21	14
CC1(C)CC2/C(CO)=C/C=C/[C@@](C)(O)CC[C@]21O (some centres not stated)	9
Cc1cc2cc(CN(C(=S)NCc3ccccc3)C3CCCCC3)c(=O)[nH]c2cc1C	11
CC1CCN(C(=O)CN(C)S(=O)(=O)c2ccc(F)cc2)CC1	7
COc1cccc(C(=O)Nc2nc3c(s2)CCc2c-3cnn2C)c1	10
CCOc1ccc(C(=O)Nc2nnc(C(CC)CC)s2)cc1OCC	11
Cn1c(CNC(=O)c2ccccc2)n[nH]c1=S	14
Cc1ccc2cc(CN(Cc3ccco3)C(=O)Nc3ccccc3Cl)c(=O)[nH]c2c1	8
CC(C)(C)C(=O)NC1CC2CCCC(C1)N2CC(=O)NCc1cccs1 (configuration not stated)	8
COCCn1c2ccccc2n2c(=O)n(CC(=O)N3CC(C)CC(C)C3)nc12 (configuration not stated)	3
COc1ccc(-n2nc3ccc(NS(=O)(=O)c4ccc(S(=O)(=O)N(C)C)cc4)cc3n2)cc1	4
CCOC(=O)c1sc(NC(=O)C(CC)OC(=O)c2c3c(nc4ccccc24)CCC3)nc1C (configuration not stated)	18
CCOC(=O)[C@@H]1[C@H]2COc3ccccc3[C@@H]2N2C(=O)N(c3ccc(F)cc3)C(=O)[C@]12C	7
C=C1CCN([C@@H](CC(C)C)C(=O)NCc2cc(OC)c(OC)c(OC)c2)S(=O)(=O)c2ccccc21	10
COCCNC(=O)CN1C(=O)COc2ccc(C)cc21	16
O=C(CN1CCC2(CC1)NC(=O)c1ccccc1O2)NCc1ccccc1F	6
O=C(CSc1nnc2n(Cc3ccccc3)c3ccccc3n12)N1CCCc2ccccc21	12
Clc1ccc2c(c1)N(CCCN1CCCC13CCCCC3)c1ccccc1S2	53*
COC(=O)[C@@H]1CCCN1C(=O)[C@@H](NC(=O)OC(C)(C)C)C(C)C	11
COc1c(Cl)ccc(Cl)c1C(=O)O	13
CC(c1ccccc1)c1nc2cnccn2c1NC(C)(C)C (configuration not stated)	7
O=P(O)(O)O[C@@H]1O[C@H](CO)[C@@H](O)[C@H](O)[C@H]1O	18
CCN1CCN(C(c2ccc(C)cc2)c2nnnn2C2CCCCC2)CC1 (configuration not stated)	7
Cn1ncc([N+](=O)[O-])c1C(=O)Nc1cc(Cl)ccc1Cl	7
CCOC(=O)CCCN	13
Cc1cc2cc(CN(CCCO)C(=O)Nc3ccc(F)cc3)c(=O)[nH]c2cc1C	14
CC(=O)Nc1ccc(CN(Cc2ccc(F)cc2)CC2CCCO2)cc1 (configuration not stated)	4
CCCC[C@@H]1CCCO[C@@](C(=O)NCc2ccccn2)(C(F)(F)F)C1	6
COc1ccccc1NC(=O)c1sc(NC(=O)c2ccccc2F)c(C#N)c1C	16
CCC(C(=O)Nc1ccc2c(c1)n(CC)c(=O)n2CC)n1cnc2ccccc21 (configuration not stated)	4
O=C(CSc1nnc(Cn2cnc3ccccc32)o1)Nc1ccc(Br)cc1	14
CCC(c1nnnn1Cc1ccccc1)N(Cc1ccco1)Cc1cc2cc(C)c(C)cc2[nH]c1=O (configuration not stated)	9
COC(=O)C(Cc1c[nH]c2ccccc12)NC(=O)c1cc(-c2ccccc2)oc1C (configuration not stated)	7
Oc1ccc2c(c1)C(O)CC1(CCN(CC(O)c3ccc(Cl)c(Cl)c3)CC1)O2 (configuration not stated)	11
CC1CCc2c(sc3ncn(C4CCN(CC(N)=O)CC4)c(=O)c23)C1 (configuration not stated)	8
COc1ccc(N(CC(=O)N2CCN(c3ccc(F)cc3)CC2)S(C)(=O)=O)cc1	6
COc1cccc(/C=C/C(=O)O)c1C(C)C	9
CCn1c(SCC(=O)Nc2ccc(Cl)cc2)nc2ccccc2c1=O	8
COc1ccc(S(=O)(=O)N2CCN(Cc3ccc4c(c3)OCO4)CC2)cc1Cl	7
COc1cc(OC)cc(C(=O)N2CCN(C(C)C)CC2)c1	12
CN(C)c1nc2c(c(=O)[nH]c(=O)n2C)n1Cc1cccc2ccccc12	8
C=CCNC(=O)c1cc(-c2ccc(Cl)cc2Cl)on1	9
Cc1nnc(SCC(=O)NC2CCCCC2)n1CCc1ccccc1	8
CN(CC(=O)O)C1CCS(=O)(=O)C1 (configuration not stated)	7
CN1CCC(=C2c3ccccc3Sc3ccccc32)CC1	7

(cont.)
SMILES	EP2 antag
CCS(=O)(=O)N1CCC(c2nc3c(nnn3Cc3cccc(Cl)c3)c(=O)[nH]2)CC1	23
COc1cccc(CN[C@@H]2CCC(=O)N[C@H]2c2cc(F)cc(F)c2)c1OC	12
COC(=O)C[C@H]1c2ccccc2S(=O)(=O)N1c1cccc(OC)c1	15
CC(=O)[C@@H]1[C@@H](C)N(Cc2ccccc2)C(=O)N[C@H]1c1ccccc1	8
Nc1ccccc1SCC(=O)N1c2ccccc2Sc2ccc(C(F)(F)F)cc21	5
CCC(c1nnnn1C1CCCCC1)N(Cc1cc2cc(C)ccc2[nH]c1=O)C1CCCC1 (configuration not stated)	12
O=C(Cn1nc(-c2cccc3ncccc23)oc1=O)N1CCCCCC1	5
CC(=O)c1ccc(N2CCN(CC(=O)Nc3ncc(C)s3)CC2)cc1	5
Cc1c(Cl)c([N+](=O)[O-])nn1CC(=O)NC(C)COc1ccccc1 (configuration not stated)	4
COc1ccccc1NC(=O)CCN1CCCC(C)C1 (configuration not stated)	4
COc1cccc(-n2nnnc2SCC(N)=O)c1	12
COc1ccc(OC)c(CN(Cc2coc3ccccc3c2=O)CC2CCCO2)c1 (configuration not stated)	1
COc1ccccc1CC(=O)NC(c1ccc(F)c(F)c1)c1nccn1C (configuration not stated)	5
COc1ccccc1NC(=O)c1sc(NC(=O)CCc2ccccc2)c(C#N)c1C	9
O=C(Cc1ccccc1)Nc1nc2ccc(F)cc2s1	3
CCOc1ccc(NC(=O)CSc2nnc(-c3ccc(Cl)cc3)o2)cc1	5
COc1ccc(-c2cc(=O)c3c(O)c(OC)c(O[C@H]4O[C@H](CO[C@@H]5O[C@@H](C)[C@H](O)[C@@H](O)[C@H]5O)[C@@H](O)[C@H](O)[C@H]4O)cc3o2)cc1	9
O=C(c1ccccc1)c1cc[n+](Cc2ccccn2)cc1	12
CC1/C(=N/O)C[C@@H]2C[C@H]1C2(C)C (some centres not stated)	12
CC[C@@H](Cn1ncc2ccccc2c1=O)NC(=O)c1ccco1	1
CCOc1cc(C2NC(=O)NC(C)=C2C(=O)Nc2ccccc2C)ccc1OCC(N)=O (configuration not stated)	6
Cc1ccc(CN(CCCN2CCOCC2)Cc2ccnn2C2CCCCO2)o1 (configuration not stated)	9
CCOc1ccc2[nH]c(=O)c(C(c3nnnn3C3CCCC3)N3CCCC3)cc2c1 (configuration not stated)	10
COc1cccc(NC(=O)CSc2nnc3c4c5c(sc4nc(C4CC4)n23)CCCC5)c1	5
Cc1ccc(OCCCn2cnc3ccccc32)cc1	2
CC(C)Oc1ccccc1Cn1c(=O)sc2ccccc21	9
COc1ccc(NC(=O)N(Cc2ccc(Cl)cc2)Cc2cc3cc(C)ccc3[nH]c2=O)cc1	9
COc1cc(C(=O)Nc2scc(-c3ccc(C)cc3)c2C(=O)O)cc(OC)c1OC	7
COC(=O)c1c(NC(=O)CSc2nc3c(c(=O)n(C)c(=O)n3C)n2C(C)C)sc(C)c1C	11
CCN1CCCC1CN(Cc1ccccn1)Cc1c(C)nc2sccn12 (configuration not stated)	4
COc1cccc(N2[C@@H](CC(C)=O)c3cc(C(F)(F)F)ccc3S2(=O)=O)c1	21
Cc1occc1-c1nn(C2CCN(C(=O)c3ccccc3F)CC2)c(=O)o1	12
CC(C)(CO)NC(=O)C1CC(c2ccc(Cl)c(Cl)c2)=NO1 (configuration not stated)	15
O=C(Nc1cccc(Cl)c1)Nc1ncc(C(F)(F)F)cc1Cl	11
CCn1c(SCC(=O)Nc2nc(C)cs2)nnc1C(C)Oc1ccccc1 (configuration not stated)	14
CC(=O)Oc1ccc(C(=O)N2CCN(C(=O)c3ccco3)CC2)cc1	3
CCOC(=O)c1sc(NC(=O)CSc2nnc3c(C)cc4ccccc4n23)nc1C	7
CC1CCN(C(=O)c2ccc(NC(=O)C(=O)NC(C)(C)C)cc2)CC1	8
O=C(C[C@@H](C(=O)O)N1CCOCC1)c1ccccc1	13
CCn1c(SCC(=O)OC2CCCCC2)nnc1C1CCCCC1	13
CCc1ccc2[nH]c(=O)c(C(c3nnnn3C(C)(C)C)N3CCN(c4ccccc4F)CC3)cc2c1 (configuration not stated)	11
CS(=O)(=O)N(CC(=O)N1CCCC1)c1cccc(F)c1	11
O=C1c2cccc3cccc(c23)C(=O)N1CCc1cnc[nH]1	13
CCOC(=O)Cn1nc(CC)n2c(cc3oc(C)cc32)c1=O	6
O=C(Cc1cccs1)Nc1nnc(-c2ccccc2Cl)s1	12
Cc1nn(-c2ccccc2)c2[nH]c(=O)c(CNCc3ccccc3F)cc12	15
CC(C)(C)NC(=O)COc1ccc(S(=O)(=O)N2CCCC2)cc1	4
CCOc1cc2c(cc1CN1CCC(NC(C)=O)(c3ccccc3F)CC1)OCO2	3
CCC(CC)C(=O)Nc1nnc(Cc2ccc(OC)c(OC)c2)s1	4
CC(=O)c1ccc(S(=O)(=O)N2CCC(n3c(C)nc4cc(F)ccc43)CC2)cc1	30

Continued.
SMILES	EP2 antag
CC(=O)O[C@@H]1c2c(ccc3ccc(=O)oc23)OC(C)(C)[C@@H]1OC(=O)CC(C)C	10
Cc1ccc(-c2cc(C(F)F)n3ncc(C(=O)NCc4cnn(C)c4C)c3n2)cc1	14
CCc1cc2c(C)ccc(C)c2nc1SCC(=O)N1CCOCC1	10
CC1(O)C(=O)C=C2C=C(c3ccc(C#N)cc3)OC=C2C1=O (configuration not stated)	10
C=CCCCCCCCCCCCC(O)CC(O)COC(C)=O (configuration not stated)	14
NC(=O)c1c(NC(=O)c2ccc([N+](=O)[O-])o2)sc2c1CCCC2	22
CC(C)NS(=O)(=O)c1ccc2c(c1)OCCO2	4
Cc1ccc(-n2ncc3c(=O)n(CC(=O)N4c5ccccc5CCc5ccccc54)cnc32)cc1	8
COC(=O)C1=C(C)N(CCCC(=O)O)C(=O)NC1c1ccccc1OS(=O)(=O)c1ccccc1[N+](=O)[O-] (configuration not stated)	12
COc1ccc(CNC(=O)Cn2nc(C)n3c(cc4occc43)c2=O)cc1	9
COc1ccc(S(=O)(=O)N(Cc2cc3c(C)cc(C)cc3[nH]c2=O)CC2CCCO2)cc1 (configuration not stated)	21
COc1ccc(NC(=S)N2CCC(NC(=O)c3cccc(C)c3)CC2)cc1	5
COc1ccc(CCn2nnnc2C(C(C)C)N2CCN(c3ccccc3)CC2)cc1OC (configuration not stated)	20
CC(C)(C)NC(=O)CSc1nnnn1C1CCCCC1	4
CCc1cc2cc(C)cc(C)c2nc1SCC(=O)NCc1ccc2c(c1)OCO2	14
Cc1cc(C)c2nc3sc(C(=O)O)cc3cc2c1	15
CCc1nc2sc3c(c2c2nnc(SCC(=O)NCc4ccc(OC)cc4)n12)CCCC3	7
c1ccc(-c2nn3c(nc4nc5ccccc5nc43)s2)cc1	10
O=C(C1=C(O)C(=O)N(CC2CCCO2)C1c1ccccc1F)c1ccco1 (configuration not stated)	16
COc1ccc(OC)c(N=c2oc3cc(O)ccc3cc2C(=O)Nc2nccs2)c1	24

Reformatted: results already given.
SMILES: COc1ccc(CCn2nnnc2C(C(C)C)N2CCN(c3ccccc3)CC2)cc1OC (configuration not stated)
  EP2 antag: 20
SMILES: COc1ccc(S(=O)(=O)N(Cc2cc3c(C)cc(C)cc3[nH]c2=O)CC2CCCO2)cc1 (configuration not stated)
  EP2 antag: 21
SMILES: CC(C)(C)NC(=O)CSc1nnnn1C1CCCCC1
  EP2 antag: 4

Other records:
SMILES	EP2 antag
CC(C)(C)c1nn(-c2ccccc2)c2[nH]c(=O)c(CNCCCN3CCOCC3)cc12	7
COCCn1c(SCC(=O)N2CCCC2)nnc1-c1ccco1	14
O=S(=O)(O)[C@@H](CO)c1ccccc1 (tested in a mixture with another compound)	49*
Cc1ccn2cc(C(=O)Nc3cccc(F)c3)nc2c1	10
COc1ccc2cc(C)c3nn(CC(=O)N(C)C4CCCCC4)c(=O)n3c2c1	8
CC1(C)C(=O)C=C[C@@]2(C)C1CC(=O)[C@]1(C)C2CC[C@@]2(C)[C@H](c3ccoc3)OC(=O)[C@H]3O[C@]321 (some centres not stated)	16
Cc1ccc(N(CC(=O)NC(C)(C)C)C(=O)CCC(=O)Nc2ccccn2)cc1	4

Screens: PubChem, Emory University Molecular Libraries Screening Center
